Source: PubChem BioAssay
GalR3 antag = GalR3 antagonists in HEK293 cells, primary screen, cell-based, fluorescence readout; Galanin receptor type 3 (Homo sapiens), O60755; HEK293 GalR3-CNG cAMP membrane potential fluorescence; galR3 body fused to GalR1 C-terminus; inhibition, % at 3 µM; 360,000 compounds, 0.44% hits; AID 651719, 2012;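 active means inhibition above the screen-wide average plus 3 SD, cut at about 13% in these data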;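 further: forskolin and galanin both at EC90 stimulate the cells; cAMP rise reported by CNG channel membrane potential dye signal; 0% = forskolin plus galanin with DMSO and 100% = forskolin alone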
Target sequence (O60755 1-299 limits assumed): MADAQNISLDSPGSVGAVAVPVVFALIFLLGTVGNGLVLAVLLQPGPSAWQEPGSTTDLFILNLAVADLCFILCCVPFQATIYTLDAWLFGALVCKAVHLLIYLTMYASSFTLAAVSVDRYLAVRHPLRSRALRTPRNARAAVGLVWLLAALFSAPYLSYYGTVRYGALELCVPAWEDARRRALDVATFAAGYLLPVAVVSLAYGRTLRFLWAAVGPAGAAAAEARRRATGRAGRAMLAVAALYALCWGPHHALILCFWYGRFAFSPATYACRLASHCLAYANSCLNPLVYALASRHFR
MEKK3 PB1 HTS = modulators of MEKK3-MEK5 PB1 binding, primary screen, biochemical, wildtype MEKK3, multiplex bead flow cytometry, Alexa488-MEK5. bead-based flow cytometry, Alexa488-MEK5 binding to MEKK3; actives lie on both sides; 0 = blocked by unlabeled MEK5, 100 = vehicle. binding response (% of control), % at 10 µM. 290,000 compounds, 1.4% hits;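 active means binding response more than 3 SD above or below the average of its plate-row segment, actives on both sides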;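 further: Alexa488 bead fluorescence after subtracting the streptavidin-only scavenger bead signal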
NALP1 inh = NALP1 inflammasome inhibitors in reconstituted yeast, colorimetric, S. cerevisiae, triplicate retest | inhibition, % at 10 µM | AID 2071, 2009 | S. cerevisiae NALP1/ASC/caspase-1 growth, X-gal OD620, 72 h | 280,000 compounds, 0.61% hits; in the data active means inhibition mostly above about 24%, no sharp cut-off; inactive means mostly below about 32%; further: some compounds called inactive have numbers as strong as hits
MEKK2wt PB1 HTS = modulators of MEK5 binding to wildtype MEKK2, primary screen, biochemical, multiplex bead flow cytometry, Alexa488-MEK5; Mitogen-activated protein kinase kinase kinase 2 (Homo sapiens), Q9Y2U5; Alexa488-MEK5 binding to MEKK2 WT; actives lie on both sides; binding response (% of control), % at 10 µM; 290,000 compounds, 1.1% hits; AID 1531, 2009; in the data active means binding response below about 67% or above about 130%
V1R ag counter = agonists of human V1a receptor, primary screen, counter-screen for OXTR agonist project, fluorescence, CHO-V1R cells; Vasopressin V1a receptor (Homo sapiens), P37288; Fluo-8 calcium fluorescence, agonist mode; 0% DMSO, 100% 3 nM vasopressin; activation, % at 3 µM; 320,000 compounds, 0.25% hits;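 active means activation above the mean activation of all tested compounds plus 3 SD, per screening run, cut at about 20% in these data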;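 further: signal is peak over basal fluorescence ratio across a 100 second FLIPR read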
Target sequence (P37288 whole entry, looked up): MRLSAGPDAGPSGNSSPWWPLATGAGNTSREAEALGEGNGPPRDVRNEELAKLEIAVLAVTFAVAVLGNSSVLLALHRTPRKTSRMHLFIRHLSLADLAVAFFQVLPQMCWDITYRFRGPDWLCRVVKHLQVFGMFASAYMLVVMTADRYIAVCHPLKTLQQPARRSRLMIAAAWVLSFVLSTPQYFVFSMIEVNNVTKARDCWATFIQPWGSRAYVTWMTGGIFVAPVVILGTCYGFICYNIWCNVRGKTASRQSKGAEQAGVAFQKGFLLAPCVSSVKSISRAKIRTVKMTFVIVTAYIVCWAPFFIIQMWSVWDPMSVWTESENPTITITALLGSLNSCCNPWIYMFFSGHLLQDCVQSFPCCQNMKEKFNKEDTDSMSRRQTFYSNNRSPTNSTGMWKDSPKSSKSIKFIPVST
MEKK2 mut-MEK5 = MEK5 binding signal on mutant MEKK2 PB1, primary screen, biochemical, multiplex bead flow cytometry, Alexa488-MEK5. 290,000 compounds, 0.35% hits. Alexa488-MEK5 binding to MEKK2 mutant. percent response, % at 10 µM. AID 1530, 2009; in the data active means percent response above about 24%, passing the limit was not always enough; further: inactives centre near 1; some results filed as inactive read as strong as hits; reference of the scale not given here
OXTR agonist = human OXTR agonists, primary screen, fluorescence, CHO-OTR cells, Fluo-8 calcium. Oxytocin receptor (Homo sapiens), P30559. Fluo-8 calcium fluorescence; normalized: DMSO 0%, oxytocin 100%. activation, % at 3 µM. 320,000 compounds, 0.32% hits. AID 2435, 2010;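 active means activation above the mean of all tested compounds plus 3 SD, cutoff set per screening run, cut at about 20% in these data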;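 further: peak over basal fluorescence ratio from a 100 s FLIPR kinetic read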
GPR7 antag = GPR7 receptor antagonists, primary screen, cell-based, fluorescence, single concentration; Neuropeptides B/W receptor type 1 (Homo sapiens), P48145; GPR7-expressing cells, fluorescence antagonist assay; inhibition, % at 4.4 µM; 290,000 compounds, 1.1% hits; AID 1861, 2009; in the data active means inhibition above about 16%, passing the limit was not always enough;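 further: cells stimulated with the agonist NPW; 0% = agonist with vehicle and 100% = vehicle without agonist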
PHOSPHO1 inh = PubChem AID 1565. 290,000 compounds, 1.1% hits. recombinant PHOSPHO1, absorbance phosphatase assay. inhibition, % at 13.3 µM. Phosphoethanolamine/phosphocholine phosphatase (Homo sapiens), Q8TCT1; in the data active means inhibition above about 60%
Target sequence (Q8TCT1 whole entry, looked up): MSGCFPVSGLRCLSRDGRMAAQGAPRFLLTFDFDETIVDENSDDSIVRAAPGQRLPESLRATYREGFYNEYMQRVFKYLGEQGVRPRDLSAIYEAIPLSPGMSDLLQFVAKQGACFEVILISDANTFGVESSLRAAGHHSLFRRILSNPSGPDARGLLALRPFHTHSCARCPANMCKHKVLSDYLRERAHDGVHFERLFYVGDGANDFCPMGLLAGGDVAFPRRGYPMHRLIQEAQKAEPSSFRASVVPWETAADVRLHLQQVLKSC
Active calls of the source: *; . = not tested or not shown; [ ] = another dose, or the depositor's remark. The order is random; about 5.4% have a hit in one of these screens.

cpd | smiles | GalR3 antag | MEKK3 PB1 HTS | NALP1 inh | MEKK2wt PB1 HTS | V1R ag counter | MEKK2 mut-MEK5 | OXTR agonist | GPR7 antag | PHOSPHO1 inh
1 | CC(=O)C1C(=O)C=C(c2cccs2)CC1c1ccccc1 (configuration not stated) | -2 | 97 | 0 | 99 | -0.1 | 0 | -0.7 | -5 | 32
2 | N#Cc1c(-c2ccccc2)nc(SCc2cccc(Cl)c2)[nH]c1=O | -8 | 101 | -7 | 96 | -0.8 | 2 | -1.4 | -13 | 42
3 | COc1ccc(S(=O)(=O)C(C#N)c2nc3ccccc3nc2N2CCCCC2)cc1 (configuration not stated) | -3 | 100 | 4 | 100 | 2.0 | 0 | -0.1 | -12 | 100*
4 | O=C(Nc1cccnc1)c1cc(-c2ccc(Cl)c(Cl)c2)on1 | -7 | 96 | 8 | 91 | 1.3 | -10 | 1.3 | 5 | 2
5 | C=CCN(c1ccccc1OC)S(=O)(=O)c1cccc(C(=O)OCC(=O)c2c[nH]c3ccccc23)c1 | -8 | 138* | . | 119 | 2.5 | 0 | 1.0 | -5 | -7
6 | CCOC(=O)C1(CC2CC2)CCN(Cc2ccc3cccc(F)c3n2)CC1 | -1 | 99 | 8 | 92 | 2.4 | -6 | 1.7 | -1 | 33
7 | COc1ccc(OC)c(NC(=O)CSc2nc3ccccc3c(=O)n2CC2CCCO2)c1 (configuration not stated) | -7 | 105 | 23 | 103 | -1.2 | 2 | -1.5 | -15 | 40
8 | O=C(COC(=O)c1ccc(S(=O)(=O)NCc2ccco2)cc1)Nc1ccccc1OC(F)F | -3 | 108 | 22 | 104 | 3.9 | 1 | 2.5 | 8 | 25
9 | CCCCNC(=O)C1(c2ccc(OC)cc2)CCOCC1 | -2 | 101 | -3 | 98 | -0.2 | 1 | 0.5 | -3 | 14
10 | CCCS(=O)(=O)N1CCN(CC2CC3C=CC2C3)CC1 (configuration not stated) | 0 | 108 | 4 | 104 | 1.4 | 24* | 0.3 | -12 | -4
11 | Nc1c(C(=O)OCC(=O)Nc2ccc(Cl)cc2[N+](=O)[O-])[nH]c(=O)[nH]c1=O | -8 | 95 | . | 102 | 1.0 | -2 | -0.5 | -6 | -34
12 | Cc1csc(N/N=C/c2ccccc2F)n1 | -6 | 103 | 14 | 109 | -0.2 | 1 | -1.5 | 4 | -3
13 | Cc1ccc(S(=O)(=O)NCCSc2nnc(N)s2)cc1 | -3 | 100 | 23 | 98 | 0.6 | 7 | 0.7 | -1 | 14
14 | CC(NCC(O)COc1ccc2ccccc2c1)c1ccccc1 (configuration not stated) | -17 | 107 | 30 | 124 | 13 | 17 | 22* | 31 | 15
15 | Cc1cc(C)c2cc(CN(CC3CCCO3)C(=S)NCc3ccco3)c(=O)[nH]c2c1 (configuration not stated) | -3 | 103 | 8 | 100 | -0.9 | -9 | -2.4 | -12 | 1
16 | Cc1ccc2cc3cc(C(=O)N4CCN(C(=O)c5ccco5)CC4)sc3nc2c1 | -4 | 95 | 35 | 96 | -0.4 | 5 | -1.2 | -1 | -3
17 | CN(C)C(=O)N1CCCC(C(=O)NCCc2ccccc2)C1 (configuration not stated) | -6 | 100 | 9 | 103 | 0.8 | 0 | 0.4 | 8 | 41
18 | O=C(NNS(=O)(=O)c1ccc([N+](=O)[O-])cc1)C1CCCCC1 | -2 | 100 | 4 | 107 | 0.1 | 7 | -0.9 | -11 | 61*
19 | O=C(NNc1cccc(Cl)n1)c1ccccc1CC[N+](=O)[O-] | 1 | 114 | -8 | 105 | 0.8 | -1 | -0.1 | -7 | 20
20 | CCOC(=O)C1(Cc2ccccc2)CCN(Cc2cc(OC)c3c(c2)OCO3)CC1 | -5 | 105 | 16 | 106 | 1.1 | -2 | 0.1 | -1 | 45
21 | COc1ccc(-c2cc(C(=O)OCC(=O)N3CCCC3)c3ccccc3n2)cc1 | -3 | 99 | 21 | 101 | -1.5 | -2 | -2.2 | 2 | -7
22 | CC1(C)NC(=O)N(CC(=O)N2CCC(Cc3ccccc3)CC2)C1=O | -3 | 102 | 16 | 106 | 0.0 | 6 | -0.4 | -15 | 33
23 | Cc1cc(C)c(C#N)c(SCC(=O)c2ccccc2)n1 | -5 | 113 | 15 | 98 | -0.3 | -5 | -2.7 | 5 | -23
24 | COc1cc2c(cc1OC)C(C(=O)Nc1ccc3c(c1)OCCO3)C(c1cccnc1)N(C)C2=O (configuration not stated) | -2 | . | 7 | . | 1.0 | . | 0.0 | -10 | 46
25 | CC(Oc1ccc(Cl)cc1Cl)c1nc(-c2ccc(NC(=O)c3ccncc3)cc2)no1 (configuration not stated) | -7 | 99 | -104 | 109 | 6.3 | 14 | 7.3 | 1 | -10
26 | CCOC(=O)C1(C(=O)O)NC(=O)CC1c1ccccc1 (configuration not stated) | 0 | 92 | 0 | 92 | 0.6 | -4 | 0.9 | -8 | 20
27 | COc1ccc(OC)c(/C=N\NC(=O)c2ccc(=O)n(C)c2)c1 | 0 | 101 | 15 | 99 | 0.7 | 1 | -1.0 | -9 | -1
28 | CCOc1ccc2[nH]c(=O)c(CN(CCO)C(c3nnnn3C3CCCCC3)C(C)C)cc2c1 (configuration not stated) | 0 | 104 | 15 | 103 | . | 8 | . | -14 | 11
29 | CCn1c(=N)n(CC(O)c2cccs2)c2ccccc21 (configuration not stated) | -6 | 92 | -9 | 87 | 0.2 | -11 | -0.2 | -1 | 40
30 | COc1cccc(CNC(=O)C(CCSC)NS(=O)(=O)c2ccc3c(c2)oc(=O)n3C)c1 (configuration not stated) | 1 | 105 | 23 | 104 | 0.6 | 8 | -0.7 | -15 | 4
31 | CC1CN(C(=S)NC(=O)c2ccc([N+](=O)[O-])cc2)CC(C)O1 (configuration not stated) | 1 | 101 | -1 | 103 | 0.5 | 8 | -0.5 | -4 | 30
32 | O=C(NC(Cc1c[nH]c2ccccc12)c1nnc2n1CCCCC2)c1ccccc1Cl (configuration not stated) | -5 | 104 | 21 | 107 | -0.9 | 7 | 0.1 | 13 | 20
33 | COc1cccc(C(=O)Nc2cc(Cl)c(O)c(Cl)c2)c1 | -6 | 103 | -18 | 102 | -0.8 | 8 | -2.4 | -6 | 28
34 | O=C1Nc2c(Br)cc(Br)cc2C1(O)N1CCOCC1 (configuration not stated) | -3 | 95 | 11 | 97 | 0.9 | 0 | 0.0 | 11 | -32
35 | O=C(CN(C(=O)c1csnn1)c1ccc(F)cc1)NCc1ccc2c(c1)OCO2 | -9 | 99 | 7 | 103 | 0.4 | -1 | 2.5 | -6 | 17
36 | CCSc1oc(-c2cccs2)nc1S(=O)(=O)c1ccccc1 | . | 103 | -76 | 101 | -1.1 | 5 | -2.1 | -7 | -5
37 | O=C(Cn1cnnn1)Nc1cccc(S(=O)(=O)N2CCCCC2)c1 | -5 | 107 | 6 | 107 | -0.8 | 5 | 0.6 | -4 | 13
38 | CC(O)C(NS(=O)(=O)c1ccc(Cl)cc1)C(=O)OCC(=O)c1c[nH]c2ccccc12 (configuration not stated) | -2 | 76 | 6 | 79 | 3.6 | -21 | 2.4 | 15 | -18
39 | COc1ccc(C(C)=O)cc1COc1ccc([N+](=O)[O-])c(C)c1 | -4 | 99 | 7 | 93 | 1.5 | -4 | 0.1 | 2 | 43
40 | CN(C(=S)Nc1ccc(F)cc1)C(c1ccccc1)c1ccccc1 | -11 | 109 | 4 | 106 | -0.7 | 11 | -1.3 | -2 | 16
41 | COc1ccc(N(CC(=O)NCc2ccc(F)cc2)S(=O)(=O)c2c(C)n[nH]c2C)cc1 | 0 | 98 | 10 | 97 | -0.7 | -4 | -0.5 | -1 | 29
42 | Nc1ccn(Cc2ccc(F)cc2)n1 | -5 | 96 | -8 | 94 | 0.5 | -7 | 0.2 | 0 | 45
43 | O=C(CN1CCN(Cc2ccccc2Cl)CC1)N/N=C/C=C\c1ccccc1[N+](=O)[O-] | . | 101 | 5 | 102 | 3.6 | -1 | 5.2 | -6 | -18
44 | CC(C)CCN(C(=O)c1csnn1)C(C(=O)NC1CCCC1)c1ccccc1 (configuration not stated) | -10 | 102 | -7 | 99 | -1.5 | -2 | -2.1 | 10 | 40
45 | FC(F)(F)c1nnc(Nc2ccc(Cl)cc2)s1 | -7 | 101 | . | 97 | 9.2 | 2 | 3.9 | 2 | 27
46 | CCOC(=O)/C=C/c1nc(C(=O)OCC)c(C)c(=O)[nH]1 | -11 | 75*[inhibitor] | 1 | 98 | 0.1 | -4 | -0.9 | -10 | 20
47 | COc1ccc(N2C(=O)CC(N3CCCC4CCCCC43)C2=O)cc1 (configuration not stated) | -5 | 102 | 12 | 101 | -0.1 | 5 | -0.3 | -19 | -23
48 | Cc1cc(C)c(SCCc2ccncc2)c(C)c1 | -9 | 108 | 18 | 110 | 7.2 | 4 | 12 | -1 | 24
49 | CCN(CC)CCNC(CC(=O)Nc1ccc(Cl)cc1Cl)C(=O)O (configuration not stated) | 3 | 104 | 13 | 105 | 0.3 | -3 | 1.5 | -7 | -4
50 | CN(C(=O)CCN1CCCO1)C1CCCN(Cc2ccccc2F)C1 (configuration not stated) | 3 | 101 | 15 | 101 | 0.0 | -2 | 0.7 | -1 | 44

Reformatted in transposed form: part of the list above
31	CC1CN(C(=S)NC(=O)c2ccc([N+](=O)[O-])cc2)CC(C)O1 (configuration not stated)
32	O=C(NC(Cc1c[nH]c2ccccc12)c1nnc2n1CCCCC2)c1ccccc1Cl (configuration not stated)
33	COc1cccc(C(=O)Nc2cc(Cl)c(O)c(Cl)c2)c1
screen / no.	31	32	33
GalR3 antag	1	-5	-6
MEKK3 PB1 HTS	101	104	103
NALP1 inh	-1	21	-18
MEKK2wt PB1 HTS	103	107	102
V1R ag counter	0.5	-0.9	-0.8
MEKK2 mut-MEK5	8	7	8
OXTR agonist	-0.5	0.1	-2.4
GPR7 antag	-4	13	-6
PHOSPHO1 inh	30	20	28

(list continues)
cpd | smiles | GalR3 antag | MEKK3 PB1 HTS | NALP1 inh | MEKK2wt PB1 HTS | V1R ag counter | MEKK2 mut-MEK5 | OXTR agonist | GPR7 antag | PHOSPHO1 inh
51 | Cc1cc(CN(C)C(=O)c2ccc(OC3CCN(CCc4ccccc4)CC3)cc2)on1 | -5 | 102 | 15 | 113 | 2.6 | 10 | 2.4 | -7 | 43
52 | COc1ccc(Cl)cc1NC(=S)NN1CCOCC1 | -7 | 100 | 6 | 100 | -0.6 | -2 | -0.1 | -14 | 30
53 | COc1ccc(Cc2nnc(NC(=O)c3cc(OC)cc(OC)c3)s2)cc1 | -10 | 102 | 15 | 103 | 1.1 | 2 | -0.8 | 8 | -8
54 | O=C(Nc1ccc(CN2CCOCC2)cc1)c1ccc(Br)cc1 | -9 | 107 | 10 | 113 | 1.5 | 5 | 3.7 | 0 | 19
55 | CCOc1ccc(OCc2ccc(C(=O)N3N=C(C(F)F)CC3(O)C(F)F)o2)cc1 (configuration not stated) | -6 | 98 | 10 | 94 | 1.3 | 2 | -0.4 | -9 | 12
56 | COc1cc(OC)c(OC)cc1CN1CCN(Cc2ccc(SC)cc2)CC1 | -8 | 112 | 16 | 115 | 0.7 | -1 | 0.0 | -6 | 20
